ERG Ets-DNA blk: blocks human ERG Ets domain binding to DNA | P11308 | actives 0.028% (n = 370,000) | fluorescence polarization, His-ERG Ets domain / labelled DNA | AID 624246 | Potency, µM (doses to about 76.9 µM), without a hit: at the highest dose FP activity, negative = inhibition, actives largely listed as inhibitors; active = well fitted inhibition curve with a large enough effect in the polarisation, with a control signal flat; inconclusive = small, poorly fitted or top-dose-only effect, or effect the other way, or a change in a side signal; inactive = no such curve, though single readings can be large or run the other way; the % refers to the polarisation;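 also: polarization taken with two DNA probes labelled with fluorescein and Texas red; potency is read from the fitted curve at half-maximal effect; % of control where 0% means no effect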
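His-tagged ERG Ets domain (1 uM in the protein solution; 300mM KCl, 50mM Tris-HCl, 1mM EDTA, 1mM DTT, pH 7.5) received compound, then a probe mix of 5 nM fluorescein-DNA and 100nM Texas-615-DNA. Fluorescence polarization was read for both dyes.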
GLS inhibitor: glutaminase GLS (human) inhibition | Potency, µM (series often up to 45.5 µM), for inactives: at the top dose activity change, negative = inhibition, hits mostly inhibitors | AID 624170 | O94925 | GLS enzymatic activity, qHTS titration | actives 0.21% (n = 410,000); also: potency is read from the fitted curve at half-maximal effect; % is scaled to controls: 0 for no effect and ±100 for the full control effect
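Enzyme dispensed in phosphate buffer (45 mM, pH 8.2, 0.02% Tween-20), compounds pinned in, then 1 mM L-glutamine solution and the glutamate oxidase–HRP–Amplex Red mix added; fluorescence read immediately and again after 30 min at room temperature.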
JMJD2A Tudor inh: JMJD2A Tudor domain (human) inhibition; AlphaScreen JMJD2A-Tudor / H3K4me3 peptide binding; Potency, µM (titrated, usually from 114 µM), for the others: at the highest dose activity change, negative = inhibition, usual class: inhibitors; actives 4.4% (n = 390,000); also: potency is read from the fitted curve at half-maximal effect; % is scaled to controls: 0 for no effect and ±100 for the full control effect; nearly all actives have a fitted effect of over 50% in size
Pin1 inh: inhibitors of human Pin1 | Q13526 | Pin1 FP peptide displacement, HiFluor488, 10 min | Potency, µM (doses to about 115 µM), without a hit: at the highest dose activity, negative = inhibition, usual class: inhibitors | actives 0.009% (n = 390,000); active = well fitted inhibition curve with a large enough effect in the polarisation, with a control signal flat, not every such curve was filed as active; inconclusive = small, poorly fitted or top-dose-only effect, or effect the other way, or a change in a side signal; inactive = no such curve, though single readings can be large or run the other way; the % refers to the polarisation; also: potency is read from the fitted curve at half-maximal effect; % is scaled to controls: 0 for no effect and ±100 for the full control effect
Target sequence (Q13526 whole entry, looked up): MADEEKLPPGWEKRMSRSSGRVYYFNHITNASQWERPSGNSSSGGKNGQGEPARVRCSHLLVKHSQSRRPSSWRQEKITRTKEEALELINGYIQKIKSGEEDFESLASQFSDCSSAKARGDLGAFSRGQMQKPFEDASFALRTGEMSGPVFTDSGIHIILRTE
HP1b chromo inh: blocks HP1-beta chromodomain binding to methylated histone tails | Potency, µM (series often up to 114 µM), without a hit: top-dose activity change, negative = inhibition, most hits filed as inhibitors | actives 0.56% (n = 390,000) | P83916 | AlphaScreen HP1-beta / biotin-H3K9me3 peptide binding | AID 540317; also: potency is read from the fitted curve at half-maximal effect; nearly all actives have a fitted effect of over 70% in size; inactives centre near 23
Target sequence (P83916 whole entry, looked up): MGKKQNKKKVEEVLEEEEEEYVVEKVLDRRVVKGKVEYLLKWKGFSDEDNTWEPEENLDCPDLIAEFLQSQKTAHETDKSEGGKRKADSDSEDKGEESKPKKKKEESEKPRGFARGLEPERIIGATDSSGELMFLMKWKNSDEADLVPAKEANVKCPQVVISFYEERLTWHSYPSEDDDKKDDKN
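Compound inhibition of the preformed complex between 50 nM HP1-beta and 50 nM biotinylated H3K9me3 peptide was read by AlphaScreen. Buffer was PBS pH 7.4 with 0.01% Tween-20. Incubations ran 30 min at room temperature, with 10 ug/mL donor/acceptor beads.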
PGK inhibitor: inhibitors of T. brucei phosphoglycerate kinase. P07378. actives 0.043% (n = 380,000). Potency, µM (highest dose often 57.5 µM), inactives show at the highest dose activity change, negative = inhibition, hits mostly inhibitors. AID 602233. PGK/GAPDH coupled, Kinase-Glo luminescence, 60 min; also: potency is read from the fitted curve at half-maximal effect; % is scaled to controls: 0 for no effect and ±100 for the full control effect; nearly all actives have a fitted effect of over 60% in size
Target sequence (P07378 whole entry, looked up): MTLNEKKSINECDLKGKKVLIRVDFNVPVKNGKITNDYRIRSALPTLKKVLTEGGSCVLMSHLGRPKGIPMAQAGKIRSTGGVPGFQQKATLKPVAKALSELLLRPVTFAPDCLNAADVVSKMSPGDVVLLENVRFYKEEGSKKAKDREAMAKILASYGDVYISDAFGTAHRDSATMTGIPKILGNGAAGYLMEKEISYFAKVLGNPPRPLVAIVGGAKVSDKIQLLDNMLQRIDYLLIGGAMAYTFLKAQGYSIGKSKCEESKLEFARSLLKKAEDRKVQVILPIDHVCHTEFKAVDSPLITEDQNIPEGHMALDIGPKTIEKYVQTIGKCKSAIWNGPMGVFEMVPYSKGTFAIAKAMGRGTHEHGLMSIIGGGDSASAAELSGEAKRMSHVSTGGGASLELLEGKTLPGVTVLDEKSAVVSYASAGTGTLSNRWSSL
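Recombinant glycosomal PGK reaction used 1,3-bisphosphoglycerate generated in-well by GAPDH (100nM final) in 100mM TEA pH 7.6, 5mM MgCl2, 0.01% Tween-20. After 60 minutes at room temperature, ATP was read by Kinase-Glo Plus luminescence end-point.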
PI4K2A block: PI4K2A (human) kinase inhibition | Q9BTU6 | AID 1346378 | activity change, negative = inhibition, % at 76.9 µM | actives 0.13% (n = 420,000) | purified PI4K2A, ADP-Glo luminescence, 1 h; hits give low values; in the data active = activity change below about -50%; inconclusive = mostly about -30% to -49%;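 also: -100% = wells without enzyme as full effect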
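PI4K2A activity was measured by ADP-Glo luminescence: enzyme (4 ug/mL stock) and phosphatidylinositol (1.2 mM stock) in Tris pH 7.5/MgCl2/EGTA/Triton X-100 buffer were reacted with ATP (300 microM stock) for one hour at ambient temperature.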
BAZ2B inh: BAZ2B (human) inhibition. AID 504333. actives 4.4% (n = 360,000). Potency, µM (doses to about 114 µM), without a hit: at the top dose activity change, negative = inhibition, most hits filed as inhibitors. AlphaScreen BAZ2B-H3K14Ac peptide displacement; also: potency is read from the fitted curve at half-maximal effect; % is scaled to controls: 0 for no effect and ±100 for the full control effect; nearly all actives have a fitted effect of over 60% in size
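In this displacement format the biotinylated H3(5-23) peptide acetylated at Lys14 serves as ligand at 50 nM, with BAZ2B at 50 nM in PBS pH 7.4 containing 0.01% Tween-20. Donor and acceptor beads are 10 ug/mL final.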
G9a block: blocks human histone lysine methyltransferase G9a. G9a H3K9 monomethylation, AlphaScreen, 2 h. Q96KQ7. Potency, µM (titrated, usually from 102 µM), without a hit: at the top dose activity, negative = inhibition, actives largely listed as inhibitors. actives 8.8% (n = 350,000); also: potency is read from the fitted curve at half-maximal effect; % is scaled to controls: 0 for no effect and ±100 for the full control effect; nearly all actives have a fitted effect of over 75% in size
Target sequence (Q96KQ7 913-1193 limits assumed): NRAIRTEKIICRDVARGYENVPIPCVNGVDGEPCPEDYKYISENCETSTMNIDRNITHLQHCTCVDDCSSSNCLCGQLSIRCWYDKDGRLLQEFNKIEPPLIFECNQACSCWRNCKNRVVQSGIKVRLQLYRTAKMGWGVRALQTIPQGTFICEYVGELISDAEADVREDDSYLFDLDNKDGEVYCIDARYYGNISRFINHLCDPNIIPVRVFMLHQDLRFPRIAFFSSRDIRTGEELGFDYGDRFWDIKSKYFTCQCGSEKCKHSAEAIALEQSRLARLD
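Step 1: enzyme (final 20 nM) with compound, 15 min RT. Step 2: substrate peptide 500 nM and SAM 20 uM, 2 h RT. Step 3: anti-H3K9me1 antibody and AlphaScreen beads, 10 min, then plate read.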
* marks the source's active call; other numbers are inactive results; i = inactive; ? = inconclusive; / = not tested or not shown; [ ] = dose if it differs, or a comment. Unless noted, calls follow the shape of the dose curve; as a rule, active = well fitted curve in the direction sought with a large enough effect; inconclusive = small, poorly fitted or top-dose-only effect, or another doubt; inactive = no such curve, though single readings can be large; an effect the other way counts as inactive or inconclusive.

SMILES	ERG Ets-DNA blk	GLS inhibitor	JMJD2A Tudor inh	Pin1 inh	HP1b chromo inh	PGK inhibitor	PI4K2A block	BAZ2B inh	G9a block
CC12CCC(C(=O)N(CSC(=S)N/N=C\c3ccccc3O)C1=O)C2(C)C (stereo unspecified)	4%	20%	40µM*	19%	-15%	-1%	4	2.8µM*	4.5µM*
COc1ccc(-n2nnnc2SC(C)C(=O)NC2CCCC2)cc1 (stereo unspecified)	-5%	3%	-7%	-3%	31%	-12%	1	11%	-1%[12.7 µM]
COc1ccccc1CNC(=O)c1cnc2sccn2c1=O	10%	?	-3%	-1%	10%	-5%	-4	-7%	-13%
O=C(CSc1ccc(Cl)cc1)Nn1cnnc1	2%	0%	14%	0%	83%[activator]	i	0	13%	2%
COc1nnc(-c2ccc(C)c(S(=O)(=O)NC(C)C)c2)c2ccccc12	4%	4%	-17%	-1%	18%	-10%	5	1%	4%
COC(=O)c1c(NC(=O)c2ccnn2C)sc(C)c1C	-3%	6%	0%	0%	30%	3%	-2	/	/
O=C(Nc1ccccc1Cl)c1cccc(NC(=O)c2cccs2)c1	-5%	1%	-14%	0%	15%	1%	0	-4%	/
Cc1ccc(OCC(=O)NCCO)cc1C	/	1%	-6%	5%	13%	-6%	-6	?	-17%
CCCSCCCNC(=O)c1ccc(NC(=O)C2=CSCCO2)cc1	-5%	-11%	-13%	-11%	54%[activator]	-10%	5	-13%	31%
CCOc1cc(N2CCOCC2)c(OCC)cc1NC(=O)COC(=O)c1ccc(Cl)nc1	4%	3%	-12%	0%	7%[57 µM]	-7%	2	/	/
CC1(C)Oc2ccc3ccc(=O)oc3c2/C(=C/O)C1=O	0%	2%	-10%	7%	25%	-2%	1	-21%	45µM*
O=C(CSc1nccn1Cc1ccc(Cl)cc1)Nc1ccc2c(c1)OCCO2	3%	-7%	50µM*	16%	-12%[57 µM]	i	0	?	?
Cc1cccc(NC(=O)COC(=O)c2ccc3c(c2)OCO3)c1C	-8%	1%	-9%	6%	23%	-11%	-1	1%	11%
O=C(C1CCN(Cc2ccc(F)cc2)CC1)N1CCN(C/C=C/c2ccccc2)CC1	?	-2%	20µM*	-9%	?	-2%	4	50µM*	50µM*
Cc1nnc(N2CCOCC2)c2nn(-c3ccccc3)c(C)c12	-8%	1%	-12%	14%	29%	-7%	-1	3%	12%
COc1ccc(OCC(=O)Nc2cc(-c3nc4ccccc4o3)ccc2Cl)cc1	2%	-4%	-10%	1%	43%[activator]	i	0	-18%	3%[59 µM]
Cc1c(NC(=O)c2ccc(S(=O)(=O)N3CC(C)OC(C)C3)cc2)c(=O)n(-c2ccccc2)n1C (stereo unspecified)	-7%	-2%	-9%	-2%	33%	1%	0	-9%	/
CC1CCc2nc(NC(=O)C3CCCO3)sc2C1 (stereo unspecified)	-6%	-3%	-25%	-12%	6%	-4%	-10	-6%	?
CC(C)(C)N(Cc1ccccc1)C(=O)COC(=O)CCN1C(=O)C2CC=CCC2C1=O (stereo unspecified)	6%	-3%	-8%	4%	33%	-4%	-3	-4%	8%
Cc1cc2oc(=O)cc(-c3ccccc3)c2c(C)c1-c1ccc(O)cc1	7%	26%	-30%	-1%	19%	1%	-1	/	-3%
CN(C)S(=O)(=O)c1ccc(NC(=O)Cc2ccc(S(=O)(=O)N3CCOCC3)s2)cc1	0%	-3%	-29%	11%	17%	-16%	-10	?	56µM*
Cc1cccc(CC2SC(N3CCN(c4ccccc4)CC3)=NC2=O)c1 (stereo unspecified)	6%	-2%	-20%	-1%	29%	5%	-1	-37%	-14%[59 µM]
O=C(COC(=O)c1ccc(O)cc1O)Nc1ccc(Cl)cn1	-11%	12%	-17%	5%	15%	-11%	-5	-24%	12%
Cc1ccccc1C(=O)N1CCC(C(=O)N(CC(C)C)c2c(N)n(Cc3ccccc3)c(=O)[nH]c2=O)CC1	-9%	2%	-15%	1%	10%	-4%	3	-8%	?
COc1cccc(-c2nc(SCC(=O)NCC3CCCO3)c(-c3ccc(C)cc3)[nH]2)c1 (stereo unspecified)	1%	-3%	-24%	5%	-5%	4%	1	-15%	-27%[59 µM]
Further structures follow:
SMILES	ERG Ets-DNA blk	GLS inhibitor	JMJD2A Tudor inh	Pin1 inh	HP1b chromo inh	PGK inhibitor	PI4K2A block	BAZ2B inh	G9a block
CCCn1c(=S)[nH]c2sc3c(c2c1=O)CCCC3	11%	-1%	-33%	0%	22%	8%	2	-4%	-5%
CCCCn1c(N)c(N(CCOC)C(=O)CC2CCCCC2)c(=O)[nH]c1=O	4%	-3%	-5%	-4%	21%	i	-1	/	/
CC1=C(C(=O)OC(C)C)C(c2cccnc2)C2=C(CC(C)(C)CC2=O)N1 (stereo unspecified)	-2%	1%	8%	1%	30%[activator]	/	6	4%	7%[59 µM]
O=[N+]([O-])c1cc([N+](=O)[O-])c(Oc2ccc(F)cc2F)cc1NN1CCCCC1	1%	12%	?	1%	0%	8%	4	?	/
Cc1ccc2cc(C(c3nnnn3C3CCCC3)N3CCOCC3)c(=O)[nH]c2c1C (stereo unspecified)	0%	-17%	-19%	2%	25%	-6%	-1	-1%	12%
CC[C@]12c3[nH]c4ccccc4c3CCN1C(=O)C(CC(=O)NCc1ccco1)C[C@@H]2C(=O)N1CCN(C(=O)C2CC2)CC1 (stereo partly specified)	11%	6%	-7%	0%	15%	-9%	-1	/	/
CCOC(=O)CN(C(=O)CN1CCOCC1)c1ccc(Br)cc1	-5%	12%	-2%	7%	26%	10%	4	-4%	-9%[59 µM]
Cn1nc(C(=O)OCC(=O)Nc2ccc(F)cc2Cl)c2ccccc2c1=O	-11%	-5%	3%	1%	19%	-3%	5	/	/
CC(C)(C)c1ccc(OCCNC(=S)NC(=O)c2cccnc2)cc1	-2%	10%	-7%	-4%	32%	-1%	-5	-31%	12%[59 µM]
CC1CN(C(=O)CCC(=O)N2CCN(c3cccc(C(F)(F)F)c3)CC2)c2ccccc2O1 (stereo unspecified)	-1%	13%	-9%	?	21%	1%	0	-24%	1%
C#CCOCCOCCOCCNc1nc(N2CCN(C(=O)[C@H](CCC(=O)O)n3cc(C(N)CO)nn3)CC2)nc(N2CCN(C(=O)[C@H](Cc3cc4ccccc4[nH]3)n3cc(C(N)[C@H](C)CC)nn3)CC2)n1 (stereo partly specified)	-3%	15%	45µM*	-6%	13%	1%	-1	50µM*	-1%[12.7 µM]
CCOC(=O)C/C(N)=N/NC(=O)c1ccc(Cl)cc1Cl	-3%	26%	-5%	-4%	16%	-8%	2	1%	39%
C=CCc1cccc2cc(C(=O)Nc3ccc(NC(C)=O)cc3)c(=O)oc12	-6%	1%	-6%	2%	17%	2%	-1	-11%	5%
CCOc1ccccc1-n1c(SC(C)C(=O)NCC2CCCO2)nc2ccccc2c1=O (stereo unspecified)	7%	0%	-8%	3%	22%	1%	1	-3%	19%[12.7 µM]
O=C(COC(=O)Cc1c(Cl)cccc1Cl)Nc1ccc2[nH]c(=O)[nH]c2c1	11%	3%	-14%	13%	16%	9%	-3	-1%	50µM*
CC(C)c1ccc(Nc2nc3c(S(=O)(=O)c4ccc(Br)cc4)nnn3c3ccsc23)cc1	-5%	-10%	-18%	-11%	20%	-4%	1	-13%	-19%[59 µM]
COc1cccc(CN(C)CC(=O)Nc2c(C)cccc2C(C)C)c1	-6%	-9%	3%	4%	20%	9%	4	-21%	-3%
Cc1occc1C(=O)N/N=C/c1ccccn1	0%	-3%	-25%	1%	34%	-10%	-11	?	/
CC(=O)c1cc(F)c(N2CCN(C(=O)Cc3ccccc3)CC2)cc1C	1%	10%	-5%	5%	36%	12%	0	56µM*	?
COc1ccc(Nc2ncnc3onc(C)c23)c(OC)c1	-1%	7%	-9%	-8%	10%	-2%	0	6%[57.1 µM]	5%[59 µM]
COc1ccccc1NC(=O)CSc1nnc(-c2ccco2)o1	-6%	5%	-10%	-15%	36%	1%	3	0%	-30%
CN(Cc1ccccc1)C(=O)c1cc(-c2ccc(Br)cc2)on1	7%	-5%	60%[activator]	12%	85%[activator]	i	6	52%[activator]	35%[59 µM]
Cc1ccc(C)c(NC(=O)n2ncc3cc(Cl)ccc32)c1	-13%	3%	-3%	-1%	36%[activator]	8%	1	-21%	-26%[59 µM]
CCCCCCCCCCOC(=O)Cn1c(COc2cccc(C)c2)[n+](C)c2ccccc21	7%	-8%	-30%	1%	44%[activator]	0%	3	-7%	23%[0.501 µM]
S=C(NCCc1ccc(Cl)cc1)Nc1ccc(Cl)cc1Cl	5%	-6%	15%	32%[activator]	68%[activator]	i	13	1%	104%[activator][59 µM]
N/C(Cc1cccc2ccccc12)=N\O	-8%	-19%	12%[57.1 µM]	-4%	34%	-9%	3	0%	-1%
O=C(COc1ccccc1Br)c1ccc(O)cc1O	/	21%	-13%	-11%	32%	-9%	-4	1%	-8%
COC(=O)c1sc(NC(=O)COc2ccccc2)nc1C	-1%	1%	-11%	4%	29%	-5%	-2	-7%	-6%

As a short view, part of the list above:
SMILES	ERG Ets-DNA blk	GLS inhibitor	JMJD2A Tudor inh	Pin1 inh	HP1b chromo inh	PGK inhibitor	PI4K2A block	BAZ2B inh	G9a block
O=C(COc1ccccc1Br)c1ccc(O)cc1O	/	21%	-13%	-11%	32%	-9%	-4	1%	-8%
COC(=O)c1sc(NC(=O)COc2ccccc2)nc1C	-1%	1%	-11%	4%	29%	-5%	-2	-7%	-6%

Bioassay records deposited in PubChem BioAssay by National Center for Advancing Translational Sciences (NCATS).
